rTrxR1 inhibitor: rat TrxR1 inhibition; O89049; recombinant rTrxR1, NADPH fluorescence consumption, selenite substrate; Potency, µM (highest dose often 114 µM), inactives show at the top dose activity change, negative = inhibition, usual class: inhibitors; 390,000 tested, 1% active; also: potency is read from the fitted curve at half-maximal effect; % is scaled to controls: 0 for no effect and ±100 for the full control effect; nearly all actives have a fitted effect of over 65% in size
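Rat TrxR1 (90 nM in the dispensed reagent) was pre-reduced with 400 uM NADPH for 5 min at room temperature, then incubated with compound for 15 min. After 400 uM selenite was added, NADPH fluorescence (Ex 340/Em 450 nm) was followed for 8 min.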
D2 antagonist: antagonists of human D2 dopamine receptor; P14416; HEK293 TREx D2 cells, calcium flux, dopamine EC80; inhibition, % at 10 µM; 340,000 tested, 2% active; AID 485344; in the data active = inhibition above about 30%; also: 0% is about no effect
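Calcium mobilization kinetics were recorded at 1 s intervals in tetracycline-induced HEK293 T-REx D2 cells, first for 180 s after compound addition and then 180 s after EC80 dopamine.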
TrxR1 substrate: rat thioredoxin reductase 1 substrate activity; O89049; purified TrxR1 substrate turnover, NADPH consumption readout; Potency, µM (series often up to 114 µM), for inactives: top-dose activity change, negative = substrate turnover; 390,000 tested, 0.01% active; AID 588456; also: potency is read from the fitted curve at half-maximal effect; % is scaled to controls: 0 for no effect and ±100 for the full control effect; nearly all actives have a fitted effect of over 50% in size
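Rat TrxR1, dispensed at 90 nM, was prereduced with 400 uM NADPH (final) for 5 min at ~22 deg C, then incubated with compound 15 min before 400 uM selenite. A first-read NADPH fluorescence drop versus no-compound background flagged substrates.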
mIDH1 inhibitor: blocks human mutant IDH1 R132H enzyme | O75874 | IDH1-R132H enzyme, NADPH consumption, diaphorase/resazurin fluorescence | Potency, µM (doses to about 76.6 µM), for the others: at the top dose activity change, negative = inhibition, hits mostly inhibitors | 390,000 tested, 0.093% active; also: potency is read from the fitted curve at half-maximal effect; % is scaled to controls: 0 for no effect and ±100 for the full control effect; nearly all actives have a fitted effect of over 65% in size
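IDH1-R132H (0.5 ug/mL dispensed) in pH 7.5 Tris buffer was preincubated 30 min with compound, then given a substrate mix of 0.016 mM NADPH and 2 mM alpha-KG for 80 min at room temperature; remaining NADPH was read by diaphorase/resazurin fluorescence.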
TRHR agonist: activates the human TRH receptor | P34981 | TRHR cells, calcium flux fluo-8, FDSS agonist mode | activation, % at 2 µM | 360,000 tested, 0.18% active; in the data active = activation above about 30%; also: 0% is about no effect
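Agonist-mode FDSS calcium read (Ex 480/Em 530, 1 s cycles) in 1536-well TRHR cells with fluo-8 dye, after 10-cycle baseline and 23 nL compound addition; TRH at EC20 (10 nM final) added afterwards for the enhancer phase.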
USP1 inh: inhibitors of human USP1/UAF1 deubiquitinase; recombinant USP1/UAF1, Ub-Rhodamine cleavage fluorescence; Potency, µM (doses to about 57.1 µM), for inactives: at the top dose activity change, negative = inhibition, hits mostly inhibitors; 390,000 tested, 0.23% active; AID 743255; also: potency is read from the fitted curve at half-maximal effect; % is scaled to controls: 0 for no effect and ±100 for the full control effect; nearly all actives have a fitted effect of over 60% in size; inactives centre near -12
Target sequence (O94782 whole entry, looked up): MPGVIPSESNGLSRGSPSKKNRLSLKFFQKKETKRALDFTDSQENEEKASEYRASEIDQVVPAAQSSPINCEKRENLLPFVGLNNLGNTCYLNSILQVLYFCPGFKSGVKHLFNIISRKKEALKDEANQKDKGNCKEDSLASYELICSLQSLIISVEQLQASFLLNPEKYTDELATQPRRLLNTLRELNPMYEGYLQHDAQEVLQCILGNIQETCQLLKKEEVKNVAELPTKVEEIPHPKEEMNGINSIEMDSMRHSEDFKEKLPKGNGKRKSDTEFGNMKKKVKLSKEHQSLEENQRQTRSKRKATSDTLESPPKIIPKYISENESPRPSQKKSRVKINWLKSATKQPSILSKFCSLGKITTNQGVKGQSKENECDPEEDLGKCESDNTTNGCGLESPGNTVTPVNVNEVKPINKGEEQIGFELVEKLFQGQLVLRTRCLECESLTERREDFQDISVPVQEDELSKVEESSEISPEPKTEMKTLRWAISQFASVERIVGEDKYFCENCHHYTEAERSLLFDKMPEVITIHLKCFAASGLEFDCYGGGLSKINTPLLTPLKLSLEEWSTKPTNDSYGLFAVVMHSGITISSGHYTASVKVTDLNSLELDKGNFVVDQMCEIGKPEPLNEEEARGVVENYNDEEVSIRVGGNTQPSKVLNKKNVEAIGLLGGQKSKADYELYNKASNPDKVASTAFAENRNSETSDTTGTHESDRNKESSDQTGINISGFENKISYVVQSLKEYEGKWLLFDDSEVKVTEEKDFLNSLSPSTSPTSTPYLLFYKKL
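In this screen, compounds sit with the deubiquitinase complex (1nM) for 15 min at room temperature before Ub-Rho is added at 150nM final. Fluorescence rise is then followed for 6 reads every 60 seconds.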
D2 agonist: D2 dopamine receptor (human) agonism | P14416 | HEK293 T-REx D2 cells, calcium flux agonist mode | activation, % at 2 µM | 340,000 tested, 0.53% active;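 active = activation over 3 SD above normal in the single-dose calcium agonist read, cut at about 30% in these data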; also: 0% is about no effect
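Calcium-flux readout, 1 cycle/sec over 180 s following compound pin transfer, in inducible HEK293 Trex D2 cells (force-coupled); dopamine controls included. Positive calcium responses during this window marked compounds as potential agonists.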
TRHR PAM: allosteric enhancers of human TRH receptor | 360,000 tested, 0.66% active | P34981 | enhancement, % at 2 µM | TRHR cells, fluo-8 calcium fluorescence, EC20 TRH enhancement; in the data active = enhancement above about 30%; also: 0% is about no effect
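Enhancer read-out: after compound pinning and an initial kinetic agonist-mode read, an EC20 of TRH (10 nM final) was injected and fluo-8 calcium signal (Ex 480/Em 530) followed at 1 s/cycle for 100 cycles in TRHR-expressing cells.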
PI4K2A inh: blocks human PI4K2A kinase activity; activity change, negative = inhibition, % at 76.9 µM; purified PI4K2A, ADP-Glo luminescence, 1 h; stronger effect = lower value; 420,000 tested, 0.13% active; Q9BTU6; AID 1346378; in the data active = activity change below about -50%; inconclusive = mostly about -30% to -49%;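 also: -100% = wells without enzyme as full effect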
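In this quantitative HTS, ADP production by PI4K2A was quantified luminescently after 1 h at ambient temperature; 100 microM adenosine served as plate-quality control.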
* = called active by the depositor; ? = inconclusive; · = no result given; & = joins results of further samples; [ ] = another dose, or the depositor's remark. Unless noted, calls follow the shape of the dose curve; as a rule, active = well fitted inhibition curve with a large enough effect; inconclusive = small, poorly fitted or top-dose-only effect; inactive = no such curve, though single readings can be large or run the other way.

SMILES | rTrxR1 inhibitor | D2 antagonist | TrxR1 substrate | mIDH1 inhibitor | TRHR agonist | USP1 inh | D2 agonist | TRHR PAM | PI4K2A inh
O=C(Cn1cnc2cc([N+](=O)[O-])ccc2c1=O)N1CCN(S(=O)(=O)c2ccccc2)CC1 | 5%[2.29 µM] | · | 8%[57.1 µM] | -4% | · | -10% | · | · | -1
COc1ccc(-c2nc3sc(CCNC(=O)c4ccccc4C)c(C)n3n2)cc1 | -4%[57.1 µM] | · | -8%[57.1 µM] | 5% | 0.0 | -26% | -0.2 | -7 | 1
Cc1cccc(NC(=O)CNC(=O)c2cn(Cc3ccccc3)nc2-c2cccnc2)c1C | 10% | -17 | 2% | 14% | -0.1 | -7% | -2.6 | 0 | 2
O=C(Cc1cccc(NC(=O)C2CCCN(C(=O)C3CCCC3)C2)c1)Nc1cccc(C(=O)N2CCOCC2)c1 (stereo not given) | 1% | · | -3% | 0% | · | -30% | · | · | -3
O=c1[nH]c(=S)n(-c2cccc(C(F)(F)F)c2)c(O)c1C=NCCN1CCNCC1 | -14% | 0 | -7%[57.1 µM] | -1% | 0.2 | -6% | 0.8 | 2 | 2
FC(F)(F)c1cccc(CNc2ncccc2-c2nc3cc(Cl)ccc3o2)c1 | 120%[activator] | 18 | 140%[activator] | 6% | 0.2 | -21% | -0.3 | 0 | 2
Cc1nn2c(-c3cccc(NC(=O)c4ccco4)c3)nnc2c2ccccc12 | -15% | -24 | -3% | -2% | -1.4 | -3% | 2.0 | 13 | 6
CN(c1ccccc1)S(=O)(=O)c1cc(C(=O)OCC(=O)c2c(N)n(C)c(=O)n(C)c2=O)ccc1Cl | ? | · | -7% | 7% | · | -13% | · | · | 2
CCCNC(=O)NC(=O)CSc1ncc(C(F)(F)F)cc1Cl | 2% | -7 | 0% | 6% | -0.4 | 10% | -1.1 | 1 | -4
CC(=O)c1c(C)[nH]c(C(=O)CN2C(=O)NC(C)(c3ccc(C)cc3)C2=O)c1C (stereo not given) | 16% | · | -2% | -5% | 5.0 | -30% | · | 5 | 5
CCCCOC(=O)/C(C#N)=C/c1ccc(-c2cccc(C(F)(F)F)c2)o1 | 3% | · | -5% | 6% | 2.4 | ? | 1.7 | -4 | -1
Cc1ccc(NC(=O)CSC2=C(C#N)C(c3ccc4c(c3)OCO4)C3=C(CCCC3=O)N2)c(C)c1 (stereo not given) | 28µM* | · | -4% | 10% | -0.5 | -24% | · | -6 | 1
CS(=O)(=O)NCC(c1ccco1)N1CCN(c2ccc(F)cc2)CC1 (stereo not given) | 1%[57.1 µM] | -2 | 1%[57.1 µM] | -23%&-2% | 0.2&0.5 | 10%&-13% | 0.7&0.2 | -8&7 | -4&-7
O=c1[nH]c2c(c(=O)n1-c1ccccc1)CCO2 | -26% | · | 3% | 7% | · | 3% | · | · | -1
CCOC(=O)N1CCN(CC(=O)Nc2c(C(=O)OC)[nH]c3ccc(Cl)cc23)CC1 | ? | 22 | 12% | 0% | -0.9 | -16% | 0.4 | -6 | 15
COc1cc(C)ccc1OCC(=O)Nc1nnc(C2CC2)s1 | 23% | · | 8% | 7% | · | -20% | · | · | -5
FC(F)(F)c1cccc(N2CCN(Cc3nnc(-c4ccccc4)o3)CC2)c1 | -3% | · | -5% | 3% | -1.0 | -10% | · | 5 | -1
CCN(Cc1ccccc1)C(=O)C1CCN(Cc2ccc(SC)cc2)CC1 | 10% | 81* | 8% | 6% | 0.7 | -14% | -0.3 | 7 | -4
O=C(NCc1nnc(SCc2ccccc2)n1-c1ccccc1)C12CC3CC(CC(C3)C1)C2 | -5% | 2 | -5% | 1% | -0.6 | -20% | -0.2 | -3 | -1
CC(=O)Nc1ccc(S(=O)(=O)NCc2nc(-c3cccc(C)c3)no2)cc1 | 21% | -20 | 2% | 11% | 3.6 | 0% | 0.3 | 1 | 1
CCOC(=O)C1=C(CSc2nc(CC)c(C)cc2C#N)OC(N)=C(C#N)C1c1ccc(OC)cc1 (stereo not given) | -30% | 13 | 7% | 4% | 2.2 | ? | 2.8 | -9 | -6
Cc1nn(-c2ccccc2)c(Cl)c1C(=O)NCCCCNC(=O)c1c(C)nn(-c2ccccc2)c1Cl | 18% | 3 | 3% | 1% | -0.7 | 0% | -1.6 | -4 | -3
Cc1nn(-c2ccccc2)c(Cl)c1C(=O)N(C)CC(=O)Nc1cccc(F)c1 | 4%[57.1 µM] | · | 0%[57.1 µM] | -10% | 0.3 | -8% | · | 3 | 0
CC(C)c1cc(C(=O)N/N=C/C(Br)=C/c2ccccc2)n[nH]1 | -26% | -6 | -2% | -2% | -0.2 | -3% | -0.4 | 1 | -7
Fc1ccccc1/C=N/Nc1nc(-c2ccccn2)nc2ccccc12 | · | 0 | · | · | 0.8 | · | 0.1 | 6 | ·
Cn1c(SCC(=O)N/N=C/c2cccs2)nc2ccccc21 | 1%[57.1 µM] | -4 | 4%[57.1 µM] | 15% | -1.3 | -10% | -0.1 | 11 | -1
NC(=O)c1ncn([C@@H]2O[C@H](CNCc3cccn3-c3ccncc3)[C@@H](O)[C@H]2O)n1 | 16% | · | 1% | -6% | · | -1% | · | · | -2
COc1cccc(/C=C/C(=O)N2CCN(S(=O)(=O)c3ccccc3)CC2)c1OC | 6% | 1 | 1% | -6% | -0.5 | -22% | 0.3 | -2 | 0
COc1ccc(CN2CCC(C(=O)Nc3ccc(Oc4ccccc4)nc3)CC2)cc1F | -1% | 11 | 2% | 1% | 2.1 | -16% | 1.8 | 72* | 0
CN(C)CCCN(C(=O)c1ccc(S(=O)(=O)N2CCCCCC2)cc1)c1nc2ccc(F)cc2s1 | 9% | 5 | -6% | -15% | 16 | -20% | 2.2 | -2 | -1
O=C(OCC(=O)c1ccc[nH]1)c1ccc(S(=O)(=O)N2CCCCCC2)cc1 | 3%[57.1 µM] | 3 | 5%[57.1 µM] | -6% | -0.2 | -6% | 0.1 | -5 | 3
C=CCNc1nc(Nc2ccc(-c3nc4ccccc4o3)cc2)nc(N2CCOCC2)n1 | 59%[activator] | -13 | 295%[activator] | 5% | -1.1 | ? | 0.4 | 0 | -2
O=C(COC(=O)COc1cccc(C(F)(F)F)c1)NC1CCS(=O)(=O)C1 (stereo not given) | 7% | 0 | 5% | 1% | 0.1 | -12% | 0.5 | 5 | -1
CCOc1ccc(OCC)c(NC(=O)CN2CCN(c3ccc(C)cc3C)CC2)c1 | 7% | -17 | -1% | 4% | 0.2 | -7% | 1.1 | 3 | 0
CC(C)(C)NC(=O)CN(Cc1ccc2c(c1)OCO2)C(=O)CNS(=O)(=O)c1ccccc1 | 30%[57.1 µM] | 6 | 8%[57.1 µM] | -1% | 0.2 | -18% | -0.3 | 22 | 1
Cc1cc(-c2ccc(/C=N/n3cnnc3)o2)c([N+](=O)[O-])cc1C | ? | 11 | 1% | 5% | -0.9 | -13% | -0.3 | 4 | 1
O=C(NNC(=O)C1C2CCC(C2)C1C(=O)O)c1ccc(Cl)cc1 (stereo not given) | 41% | 9 | 15% | 0% | -0.2 | -4% | -0.6 | -4 | -1
Cc1nc(SCc2ccccc2)c2ccsc2n1 | 22%[57.1 µM] | -2 | -6% | 9% | 0.3 | -7% | -0.2 | -1 | -2
CCOc1ccc(NC(=O)CCNC(=O)Cn2cnc3ccccc3c2=O)cc1 | 3% | 0 | -1% | -9% | 1.9 | -24% | 0.5 | -7 | 2
C/C(=N\NC(=O)CSc1nc(C)[nH]c1[N+](=O)[O-])c1ccc(F)cc1 | 3% | 9 | -1% | -10% | -2.4 | -2% | -0.6 | 12 | -1
O=C(NCCc1ccccc1)C1CCN(C(=O)N2CCOc3ccccc32)CC1 | 2%[57.1 µM] | 9 | 1%[57.1 µM] | -3% | 0.5 | 3% | -0.4 | -5 | -8
CC1=C(C)C(=O)C(CCCCC#CCCCC#CCO)=C(C)C1=O | 30µM* | 17 | 5%[57.1 µM] | 21% | -1.3 | -16% | -2.4 | -6 | 4&4&4
Nc1nc(-c2ccccc2)[nH]c(=O)c1N | -13% | -12 | 30% | 3% | 0.6 | -3% | 11 | -5 | 1
O=C(Nc1ccc(Oc2ccccc2)cc1)c1ccc(Cn2c(=O)[nH]c3ccsc3c2=O)cc1 | 41% | 9 | 20%[57.1 µM] | 12% | 0.1 | 3% | -0.2 | -4 | 8
CCOc1ccc2[nH]c(=O)c(C(c3nnnn3C3CCCCC3)N3CCN(C)CC3)cc2c1 (stereo not given) | ? | 1 | 26% | 5% | 0.7 | -10% | 1.4 | 4 | 4

A second format for part of the listing above.
Compound: CCOc1ccc2[nH]c(=O)c(C(c3nnnn3C3CCCCC3)N3CCN(C)CC3)cc2c1 (stereo not given)
  rTrxR1 inhibitor: ?; D2 antagonist: 1; TrxR1 substrate: 26%; mIDH1 inhibitor: 5%; TRHR agonist: 0.7; USP1 inh: -10%; D2 agonist: 1.4; TRHR PAM: 4; PI4K2A inh: 4

Compound: C=CCNc1nc(Nc2ccc(-c3nc4ccccc4o3)cc2)nc(N2CCOCC2)n1
  rTrxR1 inhibitor: 59%[activator]; D2 antagonist: -13; TrxR1 substrate: 295%[activator]; mIDH1 inhibitor: 5%; TRHR agonist: -1.1; USP1 inh: ?; D2 agonist: 0.4; TRHR PAM: 0; PI4K2A inh: -2

Following part:
SMILES | rTrxR1 inhibitor | D2 antagonist | TrxR1 substrate | mIDH1 inhibitor | TRHR agonist | USP1 inh | D2 agonist | TRHR PAM | PI4K2A inh
Cc1ccccc1C(=O)NCC(=O)NC1CC1 | 10% | · | 1% | 4% | · | -2% | · | · | 1
COc1ccc(/C=C/C(=O)NC2CCN(Cc3ccccc3)CC2)cc1OC | 12% | 30 | 9% | -4% | 0.7 | -19% | 3.3 | 6 | 1
COC(=O)c1ccccc1S(=O)(=O)Nc1ccc2cn[nH]c2c1 | 0% | 10 | -1% | 10% | 0.0 | -3% | -0.3 | -4 | 5
CC(C)CC(COCc1cccc(Cl)c1)N1CCN(C(=O)c2cccc(C(F)(F)F)c2)CCC1=O (stereo not given) | 2% | -23 | -13% | -1% | -0.5 | -13% | -0.6 | 8 | -1
Cc1c(C(=O)Nc2cccc(N(C)S(C)(=O)=O)c2)cccc1[N+](=O)[O-] | 24% | · | 3% | 6% | 1.9 | -19% | · | -1 | -2

Screening data from PubChem.
